FBPA coupling cs: coupling enzyme interference in Giardia aldolase counter-screen; 0.67% of 290,000 active; coupling enzyme system counterscreen, AmpLite Red fluorescence; activity change, negative = inhibition, % at 58.2 µM, hits read low; in the data active = activity change below about -30%; also: % is scaled to controls: 0 for no effect and ±100 for the full control effect
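First, compound is pin-transferred into glyceraldehyde-3-phosphate coupling-enzyme reagent at 57.5 uM final and held 10 min at RT. Next, substrate, coupling system and AmpLite Red are added. After 20 min RT, fluorescence (525/598 nm) is read.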
GALK inhibitor: inhibitors of human galactokinase. P51570. Purified GALK, Kinase-Glo residual ATP luminescence. Potency, µM (series often up to 57.5 µM), inactives show at the top dose activity change, negative = inhibition, actives largely listed as inhibitors. 0.007% of 270,000 active; also: potency is read from the fitted curve at half-maximal effect; % is scaled to controls: 0 for no effect and ±100 for the full control effect
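GALK at 5 nM final was combined with compound, 35 uM ATP and 100 uM galactose in HEPES pH8.0 with MgCl2 and DTT. The reaction ran one hour at room temperature before luminescent ATP detection.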
KCNH2 WT inh: inhibitors of human wildtype KCNH2 potassium channel | AID 720551 | U2OS, BacMam KCNH2, thallium flux FluxOr; active compounds read low | activity change, % at 1.84 µM | 0.37% of 340,000 active | Q12809;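 active = maximum activity change below -70%; inconclusive = maximum activity change between -70% and -50%; inactive = maximum activity change above -50%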; also: % is scaled to controls: 0 for no effect and ±100 for the full control effect
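U2OS cells transduced with wild-type KCNH2 virus are loaded with FluxOr dye for 45 min, and thallium flux is measured in kinetic reads before and after stimulation buffer. Rate constants are normalized to DMSO controls.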
TCR act: activates T cell receptor signaling; primary human leukocytes, anti-CD3, IL-2 HTRF, 48 h; Potency, µM (top dose mostly 9.22 µM), for the others: top-dose activation of IL-2 secretion, actives largely listed as activators; 330,000 tested, under 10 active; also: % of control where 0% means no effect
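TCR engagement came from a-CD3 beads alone, with compounds added to primary human leukocytes for 48 hr. Secreted IL-2 bridged europium cryptate- and d2-labelled anti-IL-2 antibodies, giving FRET emission at 665nm after 320nm excitation.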
TSHR antagonist: human thyrotropin receptor antagonism | P16473 | TSHR-expressing cells, TSH-stimulated cAMP HTRF, 2 h; active compounds read low | activity change, negative = inhibition, % at 11.5 µM | 0.2% of 330,000 active | AID 504810;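 active = activity change below a set negative limit, meaning inhibition stronger than a set level, cut at about -70% in these data; inconclusive = activity change between two set negative limits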; also: % is scaled to controls: 0 for no effect and ±100 for the full control effect
Target sequence (P16473 whole entry, looked up): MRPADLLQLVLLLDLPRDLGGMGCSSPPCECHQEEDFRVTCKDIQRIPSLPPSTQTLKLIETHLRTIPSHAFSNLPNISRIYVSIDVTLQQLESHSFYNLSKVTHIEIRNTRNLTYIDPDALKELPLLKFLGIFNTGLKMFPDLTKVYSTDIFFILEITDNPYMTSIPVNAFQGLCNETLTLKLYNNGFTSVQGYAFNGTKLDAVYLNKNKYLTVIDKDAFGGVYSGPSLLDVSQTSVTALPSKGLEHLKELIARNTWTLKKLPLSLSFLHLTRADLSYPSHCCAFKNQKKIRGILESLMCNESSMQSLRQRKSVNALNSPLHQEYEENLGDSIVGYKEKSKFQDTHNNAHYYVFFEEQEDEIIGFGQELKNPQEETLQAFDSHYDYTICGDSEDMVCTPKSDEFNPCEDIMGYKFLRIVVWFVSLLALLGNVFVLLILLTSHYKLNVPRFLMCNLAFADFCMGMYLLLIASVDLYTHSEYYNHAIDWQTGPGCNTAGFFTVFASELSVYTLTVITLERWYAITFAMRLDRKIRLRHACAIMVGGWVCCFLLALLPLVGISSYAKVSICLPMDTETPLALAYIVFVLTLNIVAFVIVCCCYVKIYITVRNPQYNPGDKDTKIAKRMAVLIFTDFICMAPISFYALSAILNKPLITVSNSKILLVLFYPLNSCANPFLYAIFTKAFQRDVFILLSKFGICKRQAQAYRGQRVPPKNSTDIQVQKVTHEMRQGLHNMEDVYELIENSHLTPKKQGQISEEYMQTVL
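Read-out is FRET at 665 nm (cryptate excitation 337 nm) from a cryptate-tagged anti-cAMP antibody, competed by cell cAMP against cAMP-d2. Compounds are tested on freshly harvested TSHR cells challenged with 4nM TSH (EC80) for 2 hours at 37 deg C.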
Tb PFK inh: blocks T. brucei phosphofructokinase; O15648; T. brucei PFK, ADP-Glo luminescence; Potency, µM (doses to about 57.5 µM), without a hit: at the top dose activity, negative = inhibition, hits mostly inhibitors; 0.17% of 330,000 active;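 also: potency is read from the fitted curve at half-maximal effect; 0% = uninhibited 1x PFK enzyme wells and -100% = no-enzyme wells; nearly all actives have a fitted effect of over 60% in size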
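1.25 nM PFK with 0.5 mM F6P and 0.1 mM ATP in 0.1 M TEA pH 8.0, 5 mM MgCl2, incubated 45 min at room temperature; ADP measured by ADP-Glo luminescence; compounds titrated up to 57 uM.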
AT treatment: potential ataxia-telangiectasia treatment; 0.19% of 320,000 active; Potency, µM (series often up to 57.5 µM), for the others: at the highest dose activation, actives largely listed as activators; […] A-T fibroblasts, KAP-1 phosphorylation AlphaLISA; neocarzinostatin DNA damage 30 min before lysis; also: potency is read from the fitted curve at half-maximal effect; % of control where 0% means no effect; nearly all actives have a fitted effect of over 45% in size
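ATM-like activity read as KAP-1 phosphorylation via AlphaLISA donor/acceptor antibody pairs after lysis and 6 hr at 25C. Cells were ATM-null patient fibroblasts ([…], hTERT), dosed 60 min, then exposed to the DSB inducer NCS for 30 min.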
Giardia kill: kills Giardia lamblia | Giardia lamblia trophozoite viability | 0.15% of 340,000 active | activity change, % at 7.66 µM, hits read low; in the data active = activity change below about -80%; inconclusive = between about -30% and that limit;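 also: parasites exposed to compound for two days anaerobically before the ATP read; % is scaled to controls: 0 for no effect and ±100 for the full control effect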
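Luminescent ATP signal served as the viability read-out, measured 15-30 min after adding ATP detection reagent to trophozoites that had been incubated with compounds for 48 hrs at 37 deg C anaerobically at 100 cells/well.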
CXXC DNA block: inhibitors of human MLL CXXC domain-DNA interaction. MLL-CXXC / FITC-HOXA9 DNA fluorescence polarization. Potency, µM (series often up to 115 µM), for the others: at the top dose activity change, negative = inhibition, actives largely listed as inhibitors. 0.037% of 290,000 active; active = well fitted inhibition curve with a large enough effect in the polarisation, with a control signal flat, not every such curve was filed as active; inconclusive = small, poorly fitted or top-dose-only effect, or effect the other way, or a change in a side signal; inactive = no such curve, though single readings can be large or run the other way; the % refers to the polarisation; also: potency is read from the fitted curve at half-maximal effect
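Purified MLL-CXXC (added from a 7 uM solution) was preincubated 5 min at ambient with pinned compounds in 50 mM Tris-HCl pH 7.5, 50 mM NaCl, 1 mM DTT, 0.05% BSA. Fluorescein-labeled HOX-A9 DNA (50 nM solution) followed, 30 min, then polarization read.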
BCR signal inh: blocks chronic active B-cell receptor signaling | 0.05% of 340,000 active | ABC-DLBCL IkBa-CBG/CBR reporter, luminescence ratio, 4 h | Potency, µM (highest dose often 46.1 µM), for inactives: at the highest dose ratio change, negative = lower green/red ratio, actives largely listed as inhibitors; active = well fitted inhibition curve with a large enough effect in the signal ratio, with a control signal flat, not every such curve was filed as active; inconclusive = small, poorly fitted or top-dose-only effect, or effect the other way, or a change in a side signal; the % refers to the signal ratio;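 also: potency is read from the fitted curve at half-maximal effect; plate controls were basal doxycycline-induced cells for no effect and cells given 10 µM MG132 for full effect; MG132 reads +100%, hits lower the ratio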
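Compounds up to 46 uM were incubated four hours with TMD8 cells whose green CBG68 luciferase is fused to IkappaBalpha; red CBR luminescence normalised the signal, and concentration-effect curves were fitted to fusion, red and ratio data.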
* hit, by the source's call; ? = inconclusive; nt = not tested or not shown; [ ] = dose if it differs, or a comment. Unless noted, calls follow the shape of the dose curve; as a rule, active = well fitted curve in the direction sought with a large enough effect; inconclusive = small, poorly fitted or top-dose-only effect, or another doubt; inactive = no such curve, though single readings can be large; an effect the other way counts as inactive or inconclusive.

SMILES	FBPA coupling cs	GALK inhibitor	KCNH2 WT inh	TCR act	TSHR antagonist	Tb PFK inh	AT treatment	Giardia kill	CXXC DNA block	BCR signal inh
O=C1/C(=C/c2ccc(O)c(O)c2)Oc2cc(O)ccc21	-7	-23%	-9	-8%	-11	?	-38%	-10	?	13%
CC(=O)C1=C(O)C(=O)N(C2CCCCC2)C1c1ccccc1 (configuration not stated)	5	0%	8	-9%[46.1 µM]	14	1%	-4%	4	4%	4%
CN(C)c1ccc(/C=N/NC(=O)COc2ccccc2)cc1	1	-1%	-33	-1%	4	-5%	0%	-8	2%	-26%
Nc1nc(COC(=O)C2CCN(C(=O)c3ccc(Cl)cc3)CC2)nc(Nc2ccccc2)n1	nt	nt	18	-2%	1	-3%	-15%	14	nt	2%
O=C(C1=COCCO1)N1CCN(C(c2ccccc2)c2ccccc2)CC1	1	0%	21	-23%	-7	0%	-12%	29	-7%	0%
CCOc1ccc(NC(=O)c2ccc(NCC(=O)N3CCCCCC3)cc2)cc1	0	-2%	nt	-5%	11	1%	-8%	14	5%	?
CC(=O)Nc1ncc(Cc2cc(Cl)ccc2Cl)s1	4	0%	-16	-36%	-19	-5%	1%[11.5 µM]	21	-7%	-12%
CSc1ccc(/C=N/N2CCN(Cc3ccccc3Cl)CC2)cc1	0	0%	0	-7%	-3	0%	-8%	11	-6%	2%
CN(C)c1ncc(S(=O)(=O)c2ccc(Cl)cc2)c(-c2ccccc2)n1	-7	-1%	-3	-1%	3	-5%	0%	-5	2%	0%
COc1ccccc1NC(=O)C(Sc1ccccc1)c1ccccc1 (configuration not stated)	-8	1%	-9	2%[46.1 µM]	17	-2%	9%	-7	-8%	-3%
CCC12CCCN3CCC4(C(=C(C(=O)OC)C1)Nc1ccccc14)C32 (configuration not stated)	-8	1%	-12	-6%	-9	4%	7%	-17	-5%	-8%
COc1ccc2c3c(c(=O)oc2c1OCC(N)=O)CCCC3	-1	-2%	8	4%	-4	7%	8%	-10	-1%	1%
C/C(=N\O)c1ccn(S(=O)(=O)c2ccc(Cl)cc2)c1	0	nt	1	13%	-10	6%	0%	13	-2%	?
Cc1ccc2c(c1)[nH]c1c(=O)n(CCCN3CCOCC3)cnc12	-1	2%	4	5%	3	4%	-1%	14	-1%	6%
O=C(NC1CC1)c1nc2c(nnn2Cc2ccccc2Cl)c(=O)[nH]1	4	0%	-2	-1%[46.1 µM]	-6	4%	nt	1	-9%	-24%
Cc1nn2c(N3CCN(C)CC3)cc(C(C)(C)C)nc2c1-c1ccccc1	-2	-2%	-6	3%	-8	2%	-1%	-19	3%	-3%
CCC(C)(C)NC(=O)c1ccc(Sc2nncn2C)c([N+](=O)[O-])c1	-1	0%	1	-4%[46.1 µM]	1	-6%	3%	-3	-1%	-2%
CC(Sc1nnc(-c2ccco2)n1C)C(=O)Nc1ccc(N2CCOCC2)cc1 (configuration not stated)	nt	nt	-7	-4%	-6	4%	-6%	-14	nt	-2%
CCc1c(C)nc2cc(-c3cccc(Br)c3)[nH]n2c1=O	-6	2%	-3	-5%	-13	-1%	-3%	0	9%	4%
CCN(CC(=O)Nc1c(F)cccc1F)C(=O)CCc1nc2cc(S(=O)(=O)N3CCOCC3)ccc2n1C	nt	nt	10	-1%	-6	0%	5%	-18	nt	-2%
COc1ccc(CC(=O)NCC(=O)N/N=C/c2c[nH]c3ccccc23)cc1	-1	2%	-8	-164%	11	1%	-3%	-2	3%	1%
CC(C)CCn1c(NCCN(C)C)nc2c1c(=O)[nH]c(=O)n2C	1	7%	-2	0%	9	-2%	5%	3	0%	0%
Cc1c(Cl)cccc1-c1ccc(CNCc2ccccn2)o1	-2	-1%	7	1%	10	0%	-3%	5	7%	0%
CC(=O)Nc1c(C(=O)C2CC2)oc2ccccc12	3	1%	-6	-5%	0	6%	1%	6	2%	2%
Cc1ccc(NC(=O)C2CCN(c3ncnc4c3nc3n4CCCCC3)CC2)nc1	nt	-7%	-9	-2%	-8	-3%	13%	-21	35%[activator]	?
Cc1c(C(=O)Nc2c(C)n(C)n(-c3ccccc3)c2=O)oc2c(Cl)cccc12	nt	-6%	1	-3%	0	4%	19%	-3	7%	1%
C#CCOCCOCCOCCNc1nc(N2CCN(C(=O)C(Cc3ccc(O)cc3)n3cc(C(N)C(C)CC)nn3)CC2)nc(N2CCN(C(=O)C(Cc3ccc(O)cc3)n3cc(C(N)C(C)CC)nn3)CC2)n1 (configuration not stated)	2	-1%	nt	-4%	3	2%	-3%	2	-19%	9%
Cc1cc(Cl)ccc1NC(=S)NCc1ccco1	5	0%	-5	0%[46.1 µM]	-5	-2%	-3%	14	-2%	15%
Cn1c(=O)oc2cc(S(=O)(=O)N3CCOCC3)ccc21	0	0%	12	-4%	nt	nt	nt	13	1%	nt
O=C1CC(N2CCC(c3nc4ccccc4o3)CC2)C(=O)N1Cc1cccs1 (configuration not stated)	1	-2%	8	-1%	-4	-3%	-3%	-14	-4%	-3%

Twelve compounds from above, ordered by length of the SMILES, low to high:
SMILES	FBPA coupling cs	GALK inhibitor	KCNH2 WT inh	TCR act	TSHR antagonist	Tb PFK inh	AT treatment	Giardia kill	CXXC DNA block	BCR signal inh
Cc1cc(Cl)ccc1NC(=S)NCc1ccco1	5	0%	-5	0%[46.1 µM]	-5	-2%	-3%	14	-2%	15%
CC(=O)Nc1c(C(=O)C2CC2)oc2ccccc12	3	1%	-6	-5%	0	6%	1%	6	2%	2%
Cc1c(Cl)cccc1-c1ccc(CNCc2ccccn2)o1	-2	-1%	7	1%	10	0%	-3%	5	7%	0%
Cn1c(=O)oc2cc(S(=O)(=O)N3CCOCC3)ccc21	0	0%	12	-4%	nt	nt	nt	13	1%	nt
CCc1c(C)nc2cc(-c3cccc(Br)c3)[nH]n2c1=O	-6	2%	-3	-5%	-13	-1%	-3%	0	9%	4%
CC(C)CCn1c(NCCN(C)C)nc2c1c(=O)[nH]c(=O)n2C	1	7%	-2	0%	9	-2%	5%	3	0%	0%
O=C1CC(N2CCC(c3nc4ccccc4o3)CC2)C(=O)N1Cc1cccs1 (configuration not stated)	1	-2%	8	-1%	-4	-3%	-3%	-14	-4%	-3%
COc1ccc(CC(=O)NCC(=O)N/N=C/c2c[nH]c3ccccc23)cc1	-1	2%	-8	-164%	11	1%	-3%	-2	3%	1%
CCC(C)(C)NC(=O)c1ccc(Sc2nncn2C)c([N+](=O)[O-])c1	-1	0%	1	-4%[46.1 µM]	1	-6%	3%	-3	-1%	-2%
Cc1c(C(=O)Nc2c(C)n(C)n(-c3ccccc3)c2=O)oc2c(Cl)cccc12	nt	-6%	1	-3%	0	4%	19%	-3	7%	1%
CCN(CC(=O)Nc1c(F)cccc1F)C(=O)CCc1nc2cc(S(=O)(=O)N3CCOCC3)ccc2n1C	nt	nt	10	-1%	-6	0%	5%	-18	nt	-2%
C#CCOCCOCCOCCNc1nc(N2CCN(C(=O)C(Cc3ccc(O)cc3)n3cc(C(N)C(C)CC)nn3)CC2)nc(N2CCN(C(=O)C(Cc3ccc(O)cc3)n3cc(C(N)C(C)CC)nn3)CC2)n1 (configuration not stated)	2	-1%	nt	-4%	3	2%	-3%	2	-19%	9%

More structures follow.
SMILES	FBPA coupling cs	GALK inhibitor	KCNH2 WT inh	TCR act	TSHR antagonist	Tb PFK inh	AT treatment	Giardia kill	CXXC DNA block	BCR signal inh
CCc1ccc(C(=O)COC(=O)C2=NN(c3ccccc3)C(=O)CC2)cc1	nt	nt	-1	-11%	-9	0%	-2%	21	nt	-4%
CCCc1ncc(C(O)c2cccc(OC)c2OC)n1C (configuration not stated)	-1	3%	-22	1%	-3	-5%	5%	13	9%	1%
COc1ccc(NC(=O)NCCc2c[nH]c3ccccc23)c(OC)c1	-2	-2%	8	4%	-36	1%	0%	-2	-1%	-3%
O=C1OCCC1Sc1nnc(-c2ccc(Br)cc2)o1 (configuration not stated)	2	-2%	-8	7%	8	12%	1%	3	-4%	?
COc1ccc(C(=O)N/C(=C\c2ccccc2)C(=O)Nc2ccc(C(=O)NCC(=O)O)cc2)cc1	7	-1%	-7	3%	0	-4%	2%	20	1%	0%
O=C(CSc1nnnn1-c1ccccc1)CC(=O)Nc1ccc(Cl)cc1	-1	0%	-26	-21%	2	-4%	-1%	-8	0%	11%
CC(C)c1cc(N2CCN(C(=O)c3ccco3)CC2)n2c(nc3ccccc32)c1C#N	3	0%	34	-5%	-12	2%	6%	17	4%	?

Screening data: PubChem BioAssay, National Center for Advancing Translational Sciences (NCATS)
